Source: PubChem (National Center for Advancing Translational Sciences (NCATS))
Lipid storage S3 – qHTS Assay for Lipid Storage Modulators in Drosophila S3 Cells; Drosophila S3 cells, BODIPY lipid droplet fluorescence, 18-24 h; cells fed with added oleic acid; 320,000 tested, 0.64% active; lipid storage change, negative = inhibition, % at the top dose, mostly 46.1 µM; hits show Potency in µM; active = well fitted inhibition curve with a large enough effect in the signal ratio, with a control signal flat, not every such curve was filed as active; inconclusive = small, poorly fitted or top-dose-only effect, or effect the other way, or a change in a side signal; the % refers to the signal ratio
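Laser-scanning cytometry quantifies lipid droplet accumulation (500–530 nm total intensity; droplet/cell object ratio) in oleic acid-fed (400 uM added) Drosophila S3 cells treated with a concentration series. 20 uM Triacsin C defined 100% inhibition.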
Lipid storage S3 cell count max – second read-out of Lipid storage S3, no call of its own (marks repeat the call); cell number change, %; measured here: cell count max response;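 cells counted by Cell Tracker Red CMTPX staining in the red channel; peak over a dose series mostly up to 46.1 µM; percent activity relative to internal control wells on each plate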
The depositor's hits bear a star; i = inactive; ? = inconclusive; / = not tested or not shown; [ ] = remark or other dose. % is set by controls: 0 for no effect and ±100 for the full control effect; potency is the fitted concentration of half-maximal effect.

SMILES | Lipid storage S3 | Lipid storage S3 cell count max
Cc1cc(Cl)ccc1OCC(O)CNCCc1ccc(S(N)(=O)=O)cc1 (configuration not stated) | ? | /
CCOc1ccc(C(CC(=O)O)NC(=O)C2c3ccccc3Oc3ccccc32)cc1 (configuration not stated) | -4% | 4
Cc1noc(C)c1COC(=O)C1CC(O)CN1S(=O)(=O)c1ccc(Cl)cc1 (configuration not stated) | 16% | 5
CCOC(=O)c1ccccc1NC(=O)CSc1nc2[nH]ncc2c(=O)[nH]1 | 26% | /
Cc1nc(NC(=O)CSc2nnc(Cn3nnc4ccccc43)n2C)sc1C | -2% | 4
CC(C)Oc1ccc(OCCn2c(S(=O)(=O)O)nc3c(N)ncnc32)cc1 | ? | /
CCCCOc1ccc(CSCCNC(=S)Nc2ccccc2)cc1 | ? | /
COC(=O)c1sc2ncccc2c1OCc1c(Cl)cccc1Cl | ? | /
Cc1ccc(S(=O)(=O)Nc2cccc(C(=O)NCc3cccnc3)c2)cc1F | -15%[0.0737 µM] | /
CCOC(=O)c1c(N)sc(C(N)=O)c1C | 10% | 6
CCn1c(CNc2ccc(OC)cc2)nnc1SCC(=O)N1CCCc2ccccc21 | ? | /
Cc1cccc(C(=O)OCC(=O)NC(C)CCc2ccccc2)c1O (configuration not stated) | -3% | -11
O=C(c1cccc(S(=O)(=O)N2CCCC2)c1)N1CCOCC1 | ? | /
Cc1nc2c(cnn2-c2ccccc2)c(=O)n1/N=C/c1ccccc1 | ? | /
CC(=O)Nc1cccc(C(=O)N/N=C/c2ccccc2F)c1 | ? | /
CCOC(=O)c1cc2c(N)c(C(=O)c3cc(C#N)c(SC)nc3C)sc2nc1C | ? | /
COc1ccc(C2C(C(=O)N3CCN(c4ccccc4F)CC3)c3ccccc3C(=O)N2C)cc1 (configuration not stated) | ? | /
CCn1c(C)cc2c(c1=O)C(c1ccccc1Br)C(C#N)=C(N)O2 (configuration not stated) | ? | /
COc1ncnc(NS(=O)(=O)c2ccc(N)cc2)c1OC | -14% | /
CC(C)n1c(SCCCc2ccccc2)nc2c1c(=O)[nH]c(=O)n2C | ? | /

An excerpt from above in order of length of the SMILES, smallest number first:
SMILES | Lipid storage S3 | Lipid storage S3 cell count max
COC(=O)c1sc2ncccc2c1OCc1c(Cl)cccc1Cl | ? | /
CCOC(=O)c1cc2c(N)c(C(=O)c3cc(C#N)c(SC)nc3C)sc2nc1C | ? | /
COc1ccc(C2C(C(=O)N3CCN(c4ccccc4F)CC3)c3ccccc3C(=O)N2C)cc1 (configuration not stated) | ? | /

Next part
SMILES | Lipid storage S3 | Lipid storage S3 cell count max
COc1ccc(CCNc2ncnc3sc(C)cc23)cc1OC | 4.1µM* | -27*
COc1ccc(-c2nnc(SCc3nnc(-c4ccc(Cl)cc4)o3)n2-c2ccccc2)cc1 | ? | /
Cc1ccc(NC(=O)Cn2c(/C=C/c3ccccc3)nc3ccccc32)cc1C | ? | /
Cc1nnc(SCC(=O)N2CCC(c3noc4ccc(F)cc34)CC2)s1 | i | /
Cc1nn(CC(=O)Nc2ccc(F)cc2)c(=O)c2ccccc12 | ? | /
Cc1nc([N+](=O)[O-])c(C(=O)OCc2ccccc2C#N)n1C | i | /
CCOC(=O)c1cc(-c2ccccc2)n(CCC(=O)N2CCN(c3ccccc3OC)CC2)c1C | ? | /
CC(=O)c1ccc(N2CCN(S(=O)(=O)c3ccc(-c4cnc(C5CC5)o4)cc3)CC2)cc1 | ? | /
Cc1ccc(N2CC(C(=O)Nc3ccc(S(=O)(=O)Nc4nccs4)cc3)CC2=O)cc1C (configuration not stated) | ? | /
Cc1ccc(NC(=S)NCCc2ccc(Cl)cc2)c(C)c1 | -5% | 16
CCc1ccccc1NC(=S)N(CCN(C)C)Cc1cccs1 | ? | /
O=C(Cn1nnc(-c2ccccc2F)n1)NCCc1ccccc1 | ? | /
Cc1onc(-c2c(Cl)cccc2Cl)c1C(=O)NCC1CCCO1 (configuration not stated) | ? | /
CCn1c(SCC(=O)Nc2ccc(C)cc2)nc2nc3c(cc2c1=O)COC(C)(C)C3 | 1% | 17
CC1=NN(C(C#N)c2c(C)nn(Cc3ccccc3)c2C)C(C)(C)C1 (configuration not stated) | ? | /
Cc1ccc(OCCC(=O)OCC(=O)Nc2c(C)nn(-c3ccccc3)c2C)cc1 | ? | /
COc1ccc(C)cc1S(=O)(=O)NC(C)C(=O)Nc1ccc2c(c1)OCO2 (configuration not stated) | ? | /
CC(CCCC(C)(C)O)CC1C2=C(CCCC2=O)OC2=C1C(=O)CCC2 (configuration not stated) | 4% | -10
COc1cccc(OCC(O)CN2CCN(c3ccc(F)cc3)CC2)c1 (configuration not stated) | 12% | 2
COc1ccc(C(=O)N[C@H](C(=O)OCC(=O)NC(=O)c2cccn2C)C(C)C)cc1 | -3% | 2
O=[N+]([O-])c1ccc(N2CCN(c3cccc(Cl)c3)CC2)nc1 | -2% | 17
CCOc1cc(/C=C(\C#N)c2[nH]nc(N)c2C#N)ccc1O | ? | /
CCOc1ccc(Oc2ccc(-c3nnc(-c4ccccc4)o3)cc2[N+](=O)[O-])cc1 | -12% | -20
CN(C)c1nc(N)nc(Cn2ccnc2)n1 | 6% | 3
O=C(COC(=O)/C(=C/c1cccs1)c1cccs1)NC(c1ccccc1)c1ccccc1 | ? | /
Cc1ccccc1-c1nc2sc(-c3ccccc3)cc2c(=O)o1 | 20% | -11
COC(=O)C1=C(Cn2cnc3ccccc32)NC(=O)NC1c1cc(C)ccc1C (configuration not stated) | ? | /
COc1cc(C2NC(=O)NC(C)=C2C(=O)OC2CCCCC2)cc(Cl)c1O (configuration not stated) | ? | /
COc1cc(NS(=O)(=O)c2ccc(NC(=S)NC(=O)c3sc4ccccc4c3Cl)cc2)nc(OC)n1 | ? | /
CCn1cc(CNC(=O)/C=C/c2ccc([N+](=O)[O-])cc2)cn1 | -9% | -9
COc1ccc(/C=C/C(=O)OCC(=O)NC(=O)NC(C)(C)C)cc1 | 1% | -31
COc1ccc(C(=O)OC(C)C(=O)NC2CCCCC2C)cc1S(=O)(=O)N1CCOCC1 (configuration not stated) | i | /
Fc1cccc(NC(=S)N2CCCC2)c1 | -20% | -1
COc1ccc(/C=N/NC(=O)Cn2c(Cc3ccc(OC)c(OC)c3)nc3ccccc32)cc1OC | 5% | 2
COc1ccc(Cc2nnc(N/N=C/c3ccc(N(C)C)cc3)[nH]c2=O)cc1OC | -7% | -1
O=C(COC(=O)c1ccc2c(=O)n3c(nc2c1)CCC3)Nc1ccc(OC(F)F)cc1 | ? | /
CCCCCC(=O)N1CCCC(c2nc(-c3ccc(OC)cc3)no2)C1 (configuration not stated) | -10% | -1
COc1ccc(-c2n[nH]c(=S)n2-c2ccc3c(c2)OCCO3)cc1OC | 22% | 10
CC(C)C(C(=O)Nc1ccc(S(=O)(=O)N2CCOCC2)cc1)N1C(=O)c2ccccc2C1=O (configuration not stated) | i | -8
Cc1cc(C)c(-n2c(SCc3nc4ccccc4s3)n[nH]c2=O)c(C)c1 | ? | /
Cc1oc(-c2cccc(F)c2)nc1CN1CCCN(C(=O)c2ccco2)CC1 | i | 6
CC1CCCCN1CC(=O)Nc1ccc(Oc2ccccc2)cc1 (configuration not stated) | i | /
O=C(c1ccco1)N1CCN(Cc2ccccc2F)CC1 | ? | /
CC1CCN(S(=O)(=O)c2ccc(NC(=O)CN3C(=O)NC(C)(c4ccccc4)C3=O)cc2)CC1 (configuration not stated) | 3% | -1
COc1ccc(O)c(-c2cc(-c3cccs3)[nH]n2)c1 | ? | /
O=c1c2ccccc2nc2n1C(CSc1ccc(Cl)cc1)CN2 (configuration not stated) | -9% | 2
O=C(NC1CCCCC1)N1CCNCC1 | 11% | 13
Cc1cc(C)c(OCC(=O)N2CCN(c3ncc(C(F)(F)F)cc3Cl)CC2)c(C)c1 | ? | /
CC(CCc1ccccc1)NC(=O)COC(=O)c1cccc2ccccc12 (configuration not stated) | 24% | /
CC1CCC(NC(=O)c2cc3c(s2)CCCC3)CC1 (configuration not stated) | ? | /
CCN(CC)c1ccc(/C=N/OCC(=O)N2CCCc3ccccc32)cc1 | -5% | -20
O=C(CN1C(=O)S/C(=C\C=C\c2ccccc2)C1=O)N1CCCCC1 | ? | /
COC(=O)c1cc(NS(=O)(=O)c2ccc(N3CCOCC3)c(N)c2)cc(C(=O)OC)c1 | ? | /
CC(C)=C[C@@H]1C[C@H](C)[C@H]2CC[C@H](C)c3c(O)c(O)c(C)c1c32 | ? | /
COc1ccc(CC(=O)Nc2ccc3c(C)cc(=O)oc3c2)cc1OC | ? | /
CC(NC(=O)c1ccco1)C(=O)N(C)Cc1ccc(C(F)(F)F)cc1 (configuration not stated) | i | -4
O=C(c1cccc(Oc2ccc([N+](=O)[O-])cc2Cl)c1)N1CCCCC1 | ? | /
COc1ccc(N2CCN(C(=O)CNC(=O)c3ccco3)CC2)cc1 | ? | /
COc1nc(C)cc(C)c1S(=O)(=O)c1ccccc1 | ? | /
O=C(Nc1ccccn1)C(NS(=O)(=O)c1cccc2nsnc12)c1ccccc1 (configuration not stated) | 3% | 5

7 of the entries above in order of their number in Lipid storage S3 cell count max, smallest number first.
SMILES | Lipid storage S3 | Lipid storage S3 cell count max
CCN(CC)c1ccc(/C=N/OCC(=O)N2CCCc3ccccc32)cc1 | -5% | -20
CC(NC(=O)c1ccco1)C(=O)N(C)Cc1ccc(C(F)(F)F)cc1 (configuration not stated) | i | -4
CC1CCN(S(=O)(=O)c2ccc(NC(=O)CN3C(=O)NC(C)(c4ccccc4)C3=O)cc2)CC1 (configuration not stated) | 3% | -1
O=c1c2ccccc2nc2n1C(CSc1ccc(Cl)cc1)CN2 (configuration not stated) | -9% | 2
O=C(Nc1ccccn1)C(NS(=O)(=O)c1cccc2nsnc12)c1ccccc1 (configuration not stated) | 3% | 5
Cc1oc(-c2cccc(F)c2)nc1CN1CCCN(C(=O)c2ccco2)CC1 | i | 6
O=C(NC1CCCCC1)N1CCNCC1 | 11% | 13

Next compounds follow:
SMILES | Lipid storage S3 | Lipid storage S3 cell count max
O=C(OCc1cccc([N+](=O)[O-])c1)c1ccncc1 | i | -5
CCCOc1ccccc1-c1nc(SCCC(=O)O)n[nH]1 | -4% | 14
CC(C)NC(=O)C1CCN(C2CCN(Cc3nc4ccccc4s3)CC2)CC1 | 9% | 9
COc1ccc(CNC(=O)COC(=O)c2ccc3c(c2)OCCO3)cc1 | ? | /
O=C(O)CCCCCN1C(=O)C(O)=C(C(=O)/C=C/c2ccccc2)C1c1ccc2c(c1)OCO2 (configuration not stated) | ? | /
Cc1ccc(C(=O)N/C(=C/c2cccnc2)C(=O)NCc2ccco2)cc1 | 7% | 1
N=C1SC(CC(=O)Nc2ccc([N+](=O)[O-])cc2)C(=O)N1c1ccccc1 (configuration not stated) | -9% | 2
Oc1ccccc1-c1nc2c3ccccc3c3ccccc3c2[nH]1 | ? | /
Nc1nc(NCCOCCO)nc(Nc2cccc(F)c2)c1[N+](=O)[O-] | ? | /
COc1ccc(CCNC(=O)c2csc3c2CCCC3)cc1OC | -5% | -14
CCCCCCCN1CCC(=O)N([C@H](CO)Cc2ccccc2)CC1 | -25% | 2
Cc1ccc(OCCC(=O)OCC(=O)N2c3ccccc3NC(=O)C2(C)C)cc1 | ? | /
Cc1ccccc1N1C(=O)CC(N2CCC(C(N)=O)CC2)C1=O (configuration not stated) | ? | /
COc1ccc(CNc2nc3c(c(=O)n(Cc4ccc(Br)cc4)c(=O)n3C)n2C)cc1 | ? | /
O=C(NCc1ccc(Cl)cc1)c1ccc2nc[nH]c2c1 | 27% | /
COc1ccccc1NC(=O)/C(=C/c1cccc([N+](=O)[O-])c1)c1ccccc1 | ? | /
COc1ccc(-c2cc(C3CCN(Cc4ccc([N+](=O)[O-])cc4)CC3)[nH]n2)cc1 | ? | /
CSc1nc2cc(Oc3cccc(Cl)c3Cl)c(Cl)cc2[nH]1 | ? | /
COC(=O)/C=C1\SC(=Nc2ccc(OC)cc2)NC1=O | ? | /
COc1ccc(S(=O)(=O)NCCc2nnc3ccc(SCc4cccnc4)nn23)cc1 | ? | /
CCN1CCN(c2nc3c(c(=O)[nH]c(=O)n3C)n2CCCSc2ncccn2)CC1 | ? | /
O=C(CCCO)c1ccc2c(c1)OCCO2 | 18µM* | -5.6*
CCOP(=O)(OCC)/C(C#N)=C/c1c[nH]c2ccccc12 | ? | /
CCOc1ccc(OCC(=O)OCC(=O)N2CCN(C(=O)c3ccco3)CC2)cc1 | 20% | 13
COCC(C)n1c(C)cc(C(=O)Cn2nc(C(=O)O)c3ccccc3c2=O)c1C (configuration not stated) | ? | /
Cc1ccc(N(CC(=O)Nc2ccc(-c3nc4ccc(C)cc4s3)cc2)S(C)(=O)=O)cc1 | ? | /
COc1ccccc1-c1nnc2sc(COc3ccc(F)cc3)nn12 | -13% | -12
Cn1ncc(Cl)c(Oc2ccc(Cl)cc2)c1=O | ? | /
CCS(=O)(=O)c1ccc2oc(Nc3ccccc3Br)nc2c1 | ? | /
COc1cccc(C2NC(=O)NC(C)=C2C(=O)Nc2cccc(C)c2C)c1 (configuration not stated) | ? | /
Cc1nc2ccc(NC(=O)c3nn(C(C)C)c(=O)c4ccccc34)cc2s1 | 8% | 1
COCC1OS(=O)(=O)NC(CC(=O)SC(C)(C)C)C1C (configuration not stated) | ? | /
Cc1ccc(C(=O)C2C(c3cccs3)NC(=O)NC2(O)C(F)(F)F)cc1 (configuration not stated) | ? | /
CC1CC(C)CN(C(=O)COC(=O)c2ccc3c(c2)OCO3)C1 (configuration not stated) | ? | /

A portion of the library, so the mix of outcomes need not match the whole.
